# Screens: PubChem, Broad Institute
# GSIS activator – primary screen for activators of insulin secretion dependent on glucose, INS-1E cells, GLuc reporter luminescence; activation, % at 16.6 µM; AID 743287; hit rate 0.61% among 370,000; INS-1E GLuc reporter insulin secretion, 2-3 h;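 active means lowest replicate activation of at least 40%, so every replicate reaches that level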;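 further: 0% = median of neutral control wells and 100% = median of IBMX positive control wells; some compounds called inactive have numbers as strong as hits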
# ARNT-TACC3 inh – ARNT/TACC3 interaction disruption | AlphaScreen His-ARNT PAS-B/GST-TACC3 binding, luminescence; TACC3 fragment carries E629A point mutation | hit rate 0.66% among 390,000 | Q9Y6A5 | inhibition, % at 9.99 µM;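 active means mean inhibition of replicates at least 50% and at least half of replicates each reaching 50%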;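 further: 0% = complete ARNT plus TACC3 wells and 100% = ARNT alone without TACC3; many hits fall short of the cut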
# PglD inh – blocks C. jejuni PglD acetyltransferase activity. purified PglD enzyme, DTNB colorimetric CoA detection. inhibition, % at 12.5 µM. hit rate 0.098% among 360,000. AID 602405; in the data active means inhibition above about 16%, passing the limit was not always enough; further: strong numbers were not always called active
# PAX8 inh HTS – PAX8 transcriptional activity inhibition. hit rate 1.2% among 360,000. RMG-I TPO-luciferase reporter, SteadyGlo, 24 h. inhibition, % at 12.6 µM;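 active means mean replicate inhibition at least 60% with every replicate also reaching 60%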;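 further: luciferase light reporting Pax8 driven TPO promoter activity; plate controls were median of neutral control wells for no effect and mitoxantrone controls for full effect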
# Cneo AK release – Cryptococcus neoformans lysis via adenylate kinase release | C. neoformans lysis, adenylate kinase release luminescence, 4 h; normalised: neutral wells 0, clomiphene wells 100 | lysis activity, % at 15 µM | AID 651654 | hit rate 0.2% among 360,000;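 active means mean lysis activity across replicates of at least 80%, whatever share of replicates individually reach that level; inactive means mean lysis activity below 80%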
#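 Material: C. neoformans cells; Schedule: 4 h static compound exposure, 37 °C, read 1 h post-reagent; Measured by: adenylate kinase release luminescence; Read-out: signal increase indicating cell lysis; Controls: Clomiphene as positive lysis control.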
# C2C12 statin – suppression of simvastatin myotoxicity. hit rate 0.78% among 330,000. rescue of ATP level, % at 7.49 µM. C2C12 myotubes + simvastatin, ATP luminescence, 48 h; scaled: DMSO 0, geranylgeraniol control 100;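 active means mean ATP rescue above about 67%, or every replicate alone reaching that limit, limit read from the data, passing the limit was not always enough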;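 further: myotubes were challenged with 10 µM simvastatin during compound exposure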
# PGC1a acetyl inh – lowers PGC1a acetylation signal in U2OS cells; AlphaScreen anti-acetyl-lysine; with virally co-expressed GCN5 acetyltransferase; inhibition, % at 15.6 µM; hit rate 0.17% among 350,000; AID 651687;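 active means every replicate shows inhibition of at least 40%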;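 further: 0% = neutral control wells and 100% = positive control wells; some results beyond the cut were filed as inactive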
# LGR2 inh – blocks bursicon-induced cAMP signaling via Drosophila LGR2 | hit rate 0.35% among 380,000 | AID 720647 | inhibition, % at 9.99 µM | HEK293 LGR2, CRE-luciferase, bursicon-stimulated, 4 h;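 active means drop in luminescence signal, shown as inhibition above about 50% in the replicate tests, limit read from the data, passing the limit was not always enough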;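 further: agonist challenge used bursicon conditioned medium at about half maximal strength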
# Active calls of the source: *; nt = not tested or not shown.
(1) O=C(c1cccc([N+](=O)[O-])c1)c1ccccn1
(2) Cc1noc(C)c1NC(=O)N(C)C[C@@H]1Oc2c(NS(=O)(=O)c3ccc(F)cc3)cccc2C(=O)N([C@@H](C)CO)C[C@@H]1C
(3) C/C=C/Cn1c(N2CCCCCC2)nc2c1c(=O)[nH]c(=O)n2C
(4) CN1CCN(CCCN(Cc2ccco2)C(=S)Nc2ccc(Cl)cc2)CC1
(5) CNC(=O)C[C@H]1CC[C@H]2[C@@H](COc3ccc(NC(=O)Nc4ccc(F)cc4)cc3C(=O)N2C)O1
(6) COc1ccc(-c2csc(NC(=S)NC(=O)c3cc4ccccc4o3)n2)cc1Br
(7) COc1cccc(CNC(=O)c2ccc(NC(=O)CC3SC(N4CCCC4)=NC3=O)cc2)c1 (stereo not drawn)
(8) COc1ccc(CCNC(=O)C2CCC(=O)N(C3CC3)C2)c(OC)c1 (stereo not drawn)

assay / compound	1	2	3	4	5	6	7	8
GSIS activator	37	13	62*	-7	4	6	0	16
ARNT-TACC3 inh	0	-6	-5	-4	5	-3	-1	-5
PglD inh	nt	-1	4	nt	-1	6	0	5
PAX8 inh HTS	10	9	nt	10	1	-28	1	-4
Cneo AK release	nt	-8	-1	nt	7	4	-1	-1
C2C12 statin	nt	15	-1	nt	-9	17	-2	1
PGC1a acetyl inh	nt	-20	-4	-23	0	nt	-2	nt
LGR2 inh	-2	12	5	-11	3	-33	-4	25

(9) COc1ccc(CCNC(=O)C(=O)NCC2OCCN2S(=O)(=O)c2ccc(Cl)cc2)cc1 (stereo not drawn)
(10) CCOC(=O)c1ccccc1NC(=O)CSc1nc2c(sc(=S)n2CC)c(=O)[nH]1
(11) Cc1ccc(CSCc2ccc(C(=O)NCCCN3CCOCC3)o2)cc1
(12) COc1cccc(NC(=O)CN(C)C(=O)C2=COCCO2)c1
(13) CC(=O)Nc1ccc2nc(NC(=O)CN3CCOCC3)sc2c1
(14) COc1ccc(-n2c(CCC(=O)O)ccc2-c2ccccc2)cc1
(15) O=C(COC(=O)Cc1ccsc1)NC(c1ccccc1)c1ccccc1
(16) CC1(C)Cc2nc3sc4c(=O)[nH]cnc4c3cc2CS1

assay / compound	9	10	11	12	13	14	15	16
GSIS activator	-19	17	-3	18	2	-17	-11	nt
ARNT-TACC3 inh	-5	-27	-2	nt	-9	2	-1	-1
PglD inh	0	0	-2	3	2	-3	-11	-6
PAX8 inh HTS	18	7	-9	-13	-3	-29	-1	nt
Cneo AK release	-1	-4	0	-1	1	1	1	-2
C2C12 statin	-6	-1	nt	-15	3	4	8	17
PGC1a acetyl inh	0	-2	4	-1	-7	nt	10	9
LGR2 inh	15	8	5	15	4	-56	2	nt

(17) Cc1ccc(-c2nnc(N(C)C(=O)c3cccnc3)s2)cn1
(18) O=C(COc1ccc(Br)cc1)N1CCNC1=O
(19) CCOC(=O)N1CCN(C(=S)NC(=O)c2nn(C)cc2Br)CC1
(20) Cc1ccc(Oc2nc(CN3CCOCC3)nc3sc4c(c23)CCC(C)C4)cc1 (stereo not drawn)
(21) COc1ccc(Cl)cc1S(=O)(=O)N1CCN=C1C
(22) CCC1(C)N=C(c2ccc3c(c2)OCO3)CC(c2ccccc2O)N1 (stereo not drawn)
(23) O=C(N[C@@H]1CC[C@@H](CCNS(=O)(=O)c2ccc(F)cc2)O[C@H]1CO)C1CCCC1
(24) Cc1ccc(-c2nc(NCCN3CCOCC3)c3ccccc3n2)cc1

assay / compound	17	18	19	20	21	22	23	24
GSIS activator	nt	-4	2	-16	2	4	-3	nt
ARNT-TACC3 inh	1	-6	nt	9	1	0	-7	6
PglD inh	1	-1	3	-3	-2	-2	0	-7
PAX8 inh HTS	nt	-28	-13	10	4	nt	-3	nt
Cneo AK release	1	1	-9	3	-2	-2	-4	0
C2C12 statin	-1	4	125*	nt	-2	6	4	-22
PGC1a acetyl inh	-2	-6	-2	nt	6	-9	2	-5
LGR2 inh	nt	3	22	2	-9	-27	9	nt

# Individual results from the list:
# Under PglD inh, entry 19 reads 3
# Under PGC1a acetyl inh, entry 24 reads -5
# Under ARNT-TACC3 inh, entry 21 reads 1

# Looked up one by one from the list above:
(21) COc1ccc(Cl)cc1S(=O)(=O)N1CCN=C1C
(20) Cc1ccc(Oc2nc(CN3CCOCC3)nc3sc4c(c23)CCC(C)C4)cc1 (stereo not drawn)

assay / compound	21	20
GSIS activator	2	-16
ARNT-TACC3 inh	1	9
PglD inh	-2	-3
PAX8 inh HTS	4	10
Cneo AK release	-2	3
C2C12 statin	-2	nt
PGC1a acetyl inh	6	nt
LGR2 inh	-9	2

# (continued)
(25) O=C(Cc1ccc(S(=O)(=O)N2CCOCC2)s1)Nc1nc2c(s1)CCCC2
(26) CC(C)OC(=O)CN1CCN(C2c3ccccc3-c3ccccc32)CC1
(27) COc1ccc(C(=O)Nc2ccc3c(c2)nc2n3CCSC2)cc1
(28) Cc1ccc(C(CNS(=O)(=O)c2ccccc2)N2CCN(C)CC2)cc1 (stereo not drawn)
(29) C[C@@H]1CN([C@@H](C)CO)C(=O)c2cc(NS(C)(=O)=O)ccc2O[C@@H](C)CCCCO[C@@H]1CN(C)Cc1ccc2c(c1)OCO2
(30) CC(C)(C)c1cc(NC(=O)COC(=O)c2ccccc2)n(-c2ccccc2)n1
(31) Cn1cnc(S(=O)(=O)N2CC[C@@H]3[C@H]2c2cc(-c4cccc(F)c4)ccc2N[C@@H]3CO)c1
(32) COc1ccc2nc(N3CCCCC3)c(/C=C3\SC(=S)NC3=O)cc2c1

assay / compound	25	26	27	28	29	30	31	32
GSIS activator	nt	nt	16	-4	30	nt	-2	-25
ARNT-TACC3 inh	20	-2	1	nt	-2	nt	6	-4
PglD inh	10	-5	3	-3	2	3	3	-4
PAX8 inh HTS	nt	nt	-135	-11	3	-14	-16	-24
Cneo AK release	2	10	-2	2	4	3	-8	2
C2C12 statin	-1	-11	-17	2	-3	2	-25	-56
PGC1a acetyl inh	-13	-2	0	nt	-6	-7	-14	-7
LGR2 inh	nt	nt	nt	-2	3	9	-9	5

(33) CCCN1C(=O)c2cc(C(=O)Nc3ccccc3CC)ccc2C1O (stereo not drawn)
(34) CN1CCCC(OC(=O)c2ccc(S(=O)(=O)N(C)C)cc2)C1 (stereo not drawn)
(35) CCCN1CCC(NC(=O)Cc2ccc(C)cc2)CC1
(36) Cc1ccccc1-c1cnc2c(c1)C(=O)N([C@@H](C)CO)C[C@H](C)[C@@H](CN(C)Cc1cccnc1)O2
(37) CCC(=O)N(C)C[C@@H]1Oc2cc(C#CCOC)ccc2S(=O)(=O)N([C@H](C)CO)C[C@H]1C
(38) COc1ccc(Cl)cc1C(=O)CSc1nnnn1C1CCCCC1
(39) CCc1nc2ccc(C(=O)NCCCn3ccnc3)cn2c1N(C)C(=O)C1CCCCC1
(40) N/C(COc1cccc(C(F)(F)F)c1)=N\NC(=O)c1cccnc1Oc1ccccc1

assay / compound	33	34	35	36	37	38	39	40
GSIS activator	12	8	nt	2	8	nt	nt	nt
ARNT-TACC3 inh	-8	-5	-1	14	2	-2	nt	10
PglD inh	6	nt	-1	0	2	3	1	-2
PAX8 inh HTS	-17	11	15	nt	nt	-7	-3	-9
Cneo AK release	2	nt	-1	3	-3	-5	2	0
C2C12 statin	-7	nt	-3	4	-1	3	8	-2
PGC1a acetyl inh	1	nt	nt	-4	-21	-10	-8	-10
LGR2 inh	-27	4	1	0	0	nt	4	nt

(41) CNC[C@@H]1OCCCC[C@H](C)Oc2ccc(NC(=O)Nc3ccc4c(c3)OCO4)cc2C(=O)N([C@@H](C)CO)C[C@H]1C
(42) Cc1cc(C(=O)N/N=C/c2ccc(-c3cccc([N+](=O)[O-])c3)o2)n[nH]1
(43) CCN1CCCC1CNC1=NCCCCC1 (stereo not drawn)
(44) C[C@@H]1CN([C@@H](C)CO)C(=O)c2cccc(NS(=O)(=O)c3ccc(Cl)cc3)c2O[C@H]1CN(C)C(=O)NC1CCCCC1
(45) N#Cc1cccc(-c2ccc([C@@H]3[C@H](CO)N4CCCCN(S(=O)(=O)c5ccccc5)C[C@@H]34)cc2)c1
(46) C[C@H](CO)N1C[C@H](C)[C@@H](CN(C)C(=O)Nc2cccc3ccccc23)Oc2c(NC(=O)Nc3ccc(C(F)(F)F)cc3)cccc2C1=O
(47) Cc1ccc(Cn2c(=N)n(CC(=O)c3ccc([N+](=O)[O-])cc3)c3ccccc32)cc1
(48) C[C@H]1CN([C@@H](C)CO)C(=O)c2cc(NS(=O)(=O)c3cccs3)ccc2O[C@H]1CN(C)CC1CC1

assay / compound	41	42	43	44	45	46	47	48
GSIS activator	2	35	nt	8	-16	-21	-6	31
ARNT-TACC3 inh	0	-2	22	-8	39	-1	-18	-9
PglD inh	-1	-3	3	3	-1	3	-4	1
PAX8 inh HTS	-22	-12	-4	-11	-3	nt	nt	-15
Cneo AK release	-2	0	-1	-5	-3	-1	4	3
C2C12 statin	-47	-35	3	-14	29	nt	nt	3
PGC1a acetyl inh	-9	2	10	-5	-18	-8	nt	16
LGR2 inh	17	17	nt	15	2	27	-11	-6

(49) CCOc1cc(N2CCOCC2)c(OCC)cc1NC(=O)Cc1ccccc1
(50) CCC/C(C#Cc1ccc(N(C)C)cc1)=C1/c2ccccc2C(=O)N1c1ccccc1
(51) C[C@H]1CN([C@@H](C)CO)C(=O)Cc2cc(NS(=O)(=O)c3ccc(F)cc3)ccc2O[C@@H]1CN(C)C(=O)Nc1ccccc1
(52) O=C(NCC[C@@H]1CC[C@H](NC(=O)C2CCOCC2)[C@@H](CO)O1)c1ccc(F)cc1
(53) O=S1(=O)c2ccccc2N=NN1Cc1ccc(Cl)cc1
(54) CN(C)c1nc(SCc2ccccc2)nc(N2CCOCC2)n1
(55) Cc1noc(C)c1NC(=O)Nc1ccc2c(c1)CC(=O)N([C@H](C)CO)C[C@H](C)[C@@H](CN(C)CC1CCCCC1)O2
(56) O=C(Nc1cc([N+](=O)[O-])ccc1O)NC1CCS(=O)(=O)C1 (stereo not drawn)

assay / compound	49	50	51	52	53	54	55	56
GSIS activator	-37	18	20	5	nt	nt	8	0
ARNT-TACC3 inh	0	-19	0	nt	nt	-7	-1	7
PglD inh	1	-11	-4	-40	-8	2	2	-8
PAX8 inh HTS	10	14	nt	-8	-6	-4	nt	-5
Cneo AK release	0	1	-3	-3	0	0	4	1
C2C12 statin	nt	7	14	2	-7	2	12	-11
PGC1a acetyl inh	1	-3	-5	-2	30	-12	7	-1
LGR2 inh	-13	-9	26	6	nt	nt	-7	-2

# Exported with two lines to a compound: part of the list above
# Each structure is followed by: GSIS activator	ARNT-TACC3 inh	PglD inh	PAX8 inh HTS	Cneo AK release	C2C12 statin	PGC1a acetyl inh	LGR2 inh
49) CCOc1cc(N2CCOCC2)c(OCC)cc1NC(=O)Cc1ccccc1
→ -37	0	1	10	0	nt	1	-13
50) CCC/C(C#Cc1ccc(N(C)C)cc1)=C1/c2ccccc2C(=O)N1c1ccccc1
→ 18	-19	-11	14	1	7	-3	-9
51) C[C@H]1CN([C@@H](C)CO)C(=O)Cc2cc(NS(=O)(=O)c3ccc(F)cc3)ccc2O[C@@H]1CN(C)C(=O)Nc1ccccc1
→ 20	0	-4	nt	-3	14	-5	26

# Next part
(57) N#C[C@@H]1[C@@H](c2ccc(C3=CCCC3)cc2)[C@@H](CO)N1C(=O)Cc1ccncc1
(58) CC12c3ccccc3C(c3ccccc31)C1C(=O)N(c3cccnc3)C(=O)C12 (stereo not drawn)
(59) COc1ccccc1NS(=O)(=O)c1cc(C(=O)NCc2cccnc2)ccc1C
(60) COc1cccc(-c2ccc3c(c2)O[C@@H](CN(C)Cc2ccncc2)[C@@H](C)CN([C@@H](C)CO)S3(=O)=O)c1

assay / compound	57	58	59	60
GSIS activator	-1	-19	-12	6
ARNT-TACC3 inh	6	0	nt	6
PglD inh	-3	6	0	-2
PAX8 inh HTS	14	-6	24	7
Cneo AK release	37	-2	-1	3
C2C12 statin	-6	nt	5	-8
PGC1a acetyl inh	3	-8	9	-10
LGR2 inh	4	12	3	21
